GalR3 antagonist: GalR3 antagonists in HEK293 cells, primary screen, cell-based, fluorescence readout; inhibition, % at 3 µM; 360,000 compounds, 0.44% hits; Galanin receptor type 3 (Homo sapiens), O60755; HEK293 GalR3-CNG cAMP membrane potential fluorescence; galR3 body fused to GalR1 C-terminus;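 active = inhibition above the screen-wide average plus 3 SD, cut at about 13% in these data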;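 also: forskolin and galanin both at EC90 stimulate the cells; cAMP rise reported by CNG channel membrane potential dye signal; 0% = forskolin plus galanin with DMSO and 100% = forskolin alone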
IDE inh: human IDE inhibitors in live cells, primary screen, fluorescence polarization, HEK cells, FAbetaB substrate; AID 434962, 2010; Insulin-degrading enzyme (Homo sapiens), P14735; FAbetaB cleavage; 320,000 compounds, 0.41% hits; inhibition, % at 5.59 µM;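 active = percent inhibition above the average of all tested compounds plus 3 SD, set per screening campaign, cut at about 16% in these data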;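 also: IDE supplied by intact live HEK cells; FP after avidin binding of uncleaved biotin substrate so inhibition keeps polarization high; 0% = DMSO wells and 100% = 60 µM reference IDE inhibitor Ii1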
PHOSPHO1 inh: PubChem AID 1565; 290,000 compounds, 1.1% hits; recombinant PHOSPHO1, absorbance phosphatase assay; Phosphoethanolamine/phosphocholine phosphatase (Homo sapiens), Q8TCT1; inhibition, % at 13.3 µM; in the data active = inhibition above about 60%
MEKK3 PB1 HTS: modulators of MEKK3-MEK5 PB1 binding, primary screen, biochemical, wildtype MEKK3, multiplex bead flow cytometry, Alexa488-MEK5; 290,000 compounds, 1.4% hits; binding response (% of control), % at 10 µM; bead-based flow cytometry, Alexa488-MEK5 binding to MEKK3; actives lie on both sides; 0 = blocked by unlabeled MEK5, 100 = vehicle;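 active = binding response more than 3 SD above or below the average of its plate-row segment, actives on both sides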;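 also: Alexa488 bead fluorescence after subtracting the streptavidin-only scavenger bead signal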
CRFR2-BP ag: agonists of CRF-BP/CRF-R2 complex, primary screen, cell-based, HEK293, calcium dye fluorescence, uHTS. CRF-binding protein / CRF receptor 2 complex (human). calcium dye fluorescence (FLIPR); percent of saturating CRF peptide response. activation, % at 13.2 µM. 350,000 compounds, 0.46% hits;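 active = activation of at least 50%, plus an integration ratio under a set limit after plate pattern correction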;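 also: plate controls were neutral control wells without compound for no effect and CRF at EC100 for full effect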
CHRM4 PAM: human M4 muscarinic receptor positive allosteric modulators, primary screen, CHO-K1 cells, Fluo-8 calcium fluorescence. CHO-K1 hM4/Gqi5, ACh EC20; 0% = ACh EC20, 100% = maximal ACh. activation, % at 3 µM. 360,000 compounds, 0.4% hits. AID 624126, 2012;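 active = activation above its plate's cutoff, the mean activation of sample wells plus 3 SD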; also: some results filed as inactive read as strong as hits
CRFR2-BP antag: antagonists of CRF-BP/CRF-R2 complex, primary screen, cell-based, HEK293, calcium dye fluorescence, uHTS; 350,000 compounds, 0.59% hits; AID 588475, 2011; inhibition, % at 11.8 µM; CRF-induced calcium fluorescence;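 active = inhibition of the ligand-induced calcium signal above about 50% at the single tested concentration, limit read from the data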
IDE act: human IDE activators in live cells, primary screen, fluorescence polarization, HEK cells, FAbeta-B substrate | FAbeta-B cleavage; 0% vehicle, 100% cell-free pure enzyme wells | activation, % at 5.96 µM | 340,000 compounds, 0.073% hits | AID 493087, 2011;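 active = activation above the mean of all tested compounds plus 3 SD, set per screening campaign, cut at about 17% in these data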
p-CIP stab down: p/CIP-EGFP fusion destabilizers, primary screen, fluorescence, F442A cells; decrease of EGFP signal, % at 10 µM; 290,000 compounds, 0.01% hits; Q05BA5; 16 h;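 active = EGFP signal decrease of at least 30% at 10 µM or well 3 SD below plate mean, unless failing retest; inactive = the rest, including hits failing retest or dose response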; also: some compounds called inactive have numbers as strong as hits; many of its hits are not listed in these tables
Target sequence (Q05BA5 1-1403): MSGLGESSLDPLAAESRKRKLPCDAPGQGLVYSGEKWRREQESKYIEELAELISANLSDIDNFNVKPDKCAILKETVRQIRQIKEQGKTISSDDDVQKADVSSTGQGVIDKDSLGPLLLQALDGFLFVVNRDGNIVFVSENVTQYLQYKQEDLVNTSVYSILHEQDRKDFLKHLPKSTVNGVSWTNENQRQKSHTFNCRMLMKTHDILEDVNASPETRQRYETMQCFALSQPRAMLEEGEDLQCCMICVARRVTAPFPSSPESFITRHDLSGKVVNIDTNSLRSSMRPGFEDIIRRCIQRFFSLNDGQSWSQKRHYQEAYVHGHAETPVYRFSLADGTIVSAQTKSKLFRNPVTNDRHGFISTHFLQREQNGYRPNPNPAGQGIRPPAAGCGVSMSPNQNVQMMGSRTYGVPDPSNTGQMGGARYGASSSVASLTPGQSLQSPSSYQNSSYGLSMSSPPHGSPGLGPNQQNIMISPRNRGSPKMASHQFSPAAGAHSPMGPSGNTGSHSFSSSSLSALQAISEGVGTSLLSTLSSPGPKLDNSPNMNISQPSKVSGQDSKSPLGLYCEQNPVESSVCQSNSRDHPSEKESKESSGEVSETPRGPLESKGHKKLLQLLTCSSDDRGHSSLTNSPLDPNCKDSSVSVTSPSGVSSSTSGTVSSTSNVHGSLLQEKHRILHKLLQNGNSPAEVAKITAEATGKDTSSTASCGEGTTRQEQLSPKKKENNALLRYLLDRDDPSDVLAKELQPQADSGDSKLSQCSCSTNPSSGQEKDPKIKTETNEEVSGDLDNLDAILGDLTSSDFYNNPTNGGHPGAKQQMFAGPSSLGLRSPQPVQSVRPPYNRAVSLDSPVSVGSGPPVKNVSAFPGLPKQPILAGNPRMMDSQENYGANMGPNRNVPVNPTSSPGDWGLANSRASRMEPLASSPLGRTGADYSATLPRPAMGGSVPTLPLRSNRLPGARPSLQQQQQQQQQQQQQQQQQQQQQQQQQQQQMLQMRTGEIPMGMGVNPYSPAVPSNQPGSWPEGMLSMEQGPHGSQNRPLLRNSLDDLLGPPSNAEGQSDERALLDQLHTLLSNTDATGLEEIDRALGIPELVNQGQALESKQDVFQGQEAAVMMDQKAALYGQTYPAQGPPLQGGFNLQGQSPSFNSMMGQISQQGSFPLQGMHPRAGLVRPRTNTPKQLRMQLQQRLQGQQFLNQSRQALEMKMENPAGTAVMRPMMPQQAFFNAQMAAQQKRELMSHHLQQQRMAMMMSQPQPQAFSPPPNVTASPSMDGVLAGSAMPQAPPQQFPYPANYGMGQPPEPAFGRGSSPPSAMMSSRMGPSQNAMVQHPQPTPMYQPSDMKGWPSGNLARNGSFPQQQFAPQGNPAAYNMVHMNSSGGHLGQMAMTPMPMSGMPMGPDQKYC
* = called active by the depositor; nt = no result given.

Compound	CHRM4 PAM	CRFR2-BP antag	PHOSPHO1 inh	IDE act	CRFR2-BP ag	IDE inh	GalR3 antagonist	p-CIP stab down	MEKK3 PB1 HTS
COc1ccc(OC)c(CNC(=O)CCCc2cn(C)c3ccccc23)c1	10	5	9	-7	-4.1	-2	1	-8	99
C=CCOc1ccccc1CN(C(=O)CCl)c1ccc2c(c1)OCO2	-10	14	39	2	-1.3	-5	-9	-5	107
CCOc1ccc(NC(=O)c2cccnc2Cl)c([N+](=O)[O-])c1	-2	14	-11	4	0.7	-8	-6	-5	87
COc1ccccc1NS(=O)(=O)c1ccc(C)c(C(=O)Nc2cc(C)on2)c1	-1	-10	nt	-2	-2.0	11	-6	nt	nt
Clc1ccc(CNC2CCCC2)c(Cl)c1	-4	-15	26	-3	-0.4	-4	-4	-11	97
CC(c1nccs1)N(C)C(=O)CCc1nnc(Cc2c[nH]c3ccccc23)o1 (configuration not stated)	-10	-1	1	2	0.7	-11	-5	-6	109
COc1cccc2cc(C(C)N(CCCN3CCOCC3)C(=S)Nc3c(C)cccc3C)oc12 (configuration not stated)	2	2	-8	8	-2.3	6	4	-7	51
CCOc1ccc(C(=O)N2CCN(S(=O)(=O)c3ccc4c(c3)OCCO4)CC2)cc1OCC	21	-1	nt	-4	-2.0	nt	-3	nt	nt
CCS(=O)(=O)c1ccc2oc(Nc3ccc(C(C)C)cc3)nc2c1	3	-2	82*	-7	0.1	-3	-3	-19	102
O=C(NCc1ccco1)/C(=C/c1ccc([N+](=O)[O-])cc1)NC(=O)c1ccco1	-3	-4	-6	1	-1.2	1	-3	-7	105
O=C(OCc1ccc([N+](=O)[O-])cc1)c1ccc(N2CCCC2)c([N+](=O)[O-])c1	1	19	-1	6	-2.6	6	8	-2	103
O=C(COC(=O)c1cc[n+]([O-])cc1)Nc1ccccc1Cl	10	3	42	11	-1.0	8	2	1	103
CCOC(=O)c1c2c(c(=S)n(-c3ccccc3)c1N)CCC2	11	9	45	4	-0.3	-2	-6	-8	96
O=C1CC(c2ccccc2)SC(N(c2ccccc2)c2ccccc2)=N1 (configuration not stated)	1	56*	-16	1	-2.6	4	-7	7	104
CCN(CC)C(=O)C1=C(C)N(Cc2ccccc2)C(=O)C(CC(=O)NC2CCCC2)C1 (configuration not stated)	8	-12	nt	nt	0.4	nt	-4	nt	nt
CCCCN1CNC(=S)N(c2ccc(C(=O)OCC)cc2)C1	-2	0	-12	1	-1.1	-2	2	-9	99
Nc1ccccc1C(=O)N1O[C@@H]2C=C[C@H]1C2	13	-2	nt	-3	-1.1	nt	-3	nt	nt
Cc1csc2nc(COC(=O)c3ccc(Cl)c([N+](=O)[O-])c3)cc(=O)n12	3	4	nt	1	0.5	-2	0	nt	nt
O=C(NNC(=S)Nc1ccccc1C(F)(F)F)C1CC1	0	4	-5	nt	-1.3	-2	-5	-6	104
Cc1ccc(NC(C(=O)c2ccccc2)c2ccccc2)cc1 (configuration not stated)	1	16	nt	1	-2.7	nt	-4	nt	nt
CC(=O)Nc1cccc(OCC(=O)Nc2sccc2C(N)=O)c1	-9	-9	42	-1	0.9	6	-1	-7	100
CNc1snc(C)c1C(=O)OC(C)C(=O)Nc1cccc(C)c1 (configuration not stated)	-6	9	nt	-2	-4.6	1	-6	nt	nt
CC1(C)[C@H]2CC=C(CN3CCC(N4CCC(C(=O)N5CCCC5)CC4)CC3)[C@@H]1C2	-50	3	41	9	-0.7	-2	-5	2	94
CCOc1cc(C(=O)N2CCN(c3ccccc3)CC2)cc(OCC)c1OCC	-5	45	-8	3	8.3	-2	-2	-1	104
CCc1ccccc1NS(=O)(=O)c1ccc2c(c1)NC(=O)CC(=O)N2	5	0	-1	0	-0.7	9	0	-16	98
Fc1ccc(-c2cc(C(F)(F)F)n3ncnc3n2)cc1	3	25	9	-7	1.4	10	4	9	105
CC(C)c1ccc(NC(=O)CSc2nc3ncccc3[nH]2)cc1	-7	-6	8	3	-0.5	5	-5	0	102
O=c1c2ccccc2nnn1Cc1ccc2ccccc2c1	3	2	51	4	-0.8	0	2	-5	106
O=C(c1ccc2oc(CCCc3ccccc3)nc2c1)N1CCCC(CCCO)C1 (configuration not stated)	-7	-15	19	0	1.2	0	-1	-14	104
COc1cccc(CNS(=O)(=O)c2cc(-c3cc(C)no3)ccc2C(C)C)c1	-7	-3	18	4	1.2	-6	-9	-5	106
N/C(=N/O)c1ccccc1N1CCC(Cc2ccccc2)CC1	-9	-21	-26	4	0.5	3	-4	-14	76
CCOC(=O)N1CCN(c2c(Nc3cc(C)[nH]n3)c(=O)c2=O)CC1	14	-5	3	5	-0.8	-1	0	-11	106
COCc1c(C(=O)Nc2ccc(C)c(S(=O)(=O)N3CCOCC3)c2)oc2ccccc12	-4	-3	nt	6	-0.3	nt	-6	nt	nt
O=C(CC(Cc1ccccc1)c1ccco1)NCc1ccco1 (configuration not stated)	-10	-4	38	2	0.1	8	-7	-4	98
COc1ccc(/C=C2\SC(=S)N(CCC(=O)Nc3cccc(C(=O)O)c3)C2=O)cc1OC	-3	-1	35	2	2.1	2	-10	-7	102
COCCNc1nc2nonc2nc1N1CCC(N(C)C)C1 (configuration not stated)	2	5	56	1	-1.3	-6	-1	-8	104
CN1C(=O)/C(=C\C(=O)c2cccs2)c2ccccc21	-7	-7	39	-2	-1.3	nt	0	-12	106
Cc1ccc(-c2nnc(-c3ccc(Br)cc3)o2)o1	1	-3	30	-1	0.1	-2	-4	-9	104
CCc1ccc(NC2=NCC(=O)N2c2ccc3c(c2)OCCO3)cc1	2	2	14	-2	0.6	-1	-2	-6	103
COCCn1nnnc1C(c1ccc(OC)cc1OC)N1CCN(c2ccccc2)CC1 (configuration not stated)	4	10	-8	-1	-0.2	-9	1	-3	100
C[C@@H]1CCCCO[C@H](CN(C)C(=O)Nc2ccc(C(F)(F)F)cc2)[C@@H](C)CN([C@H](C)CO)C(=O)c2cc(NC(=O)c3ccncc3)ccc2O1	9	-8	nt	nt	11	nt	-5	nt	nt
CC[C@@]1(C(=O)OC)N[C@H](CN(C)C(=O)Nc2ccc(F)cc2)[C@@H]2C(=O)N(C)C(=O)[C@@H]21	-2	12	nt	3	-1.8	-1	-3	nt	nt
COC(=O)c1cc(Br)c(=O)n(-c2ccc(F)cc2)c1	-2	-9	7	3	-1.6	3	-1	12	106
CN(C)CCN(C(=O)c1cccs1)c1nc2cc3c(cc2s1)OCCO3	3	-9	33	4	-1.4	-3	-5	-5	106
C/C(=N/NC(=O)OC(C)(C)C)c1ccco1	-6	-3	-2	5	1.1	3	-3	10	108
CCN1CCN(c2ccc(S(=O)(=O)N3CCOCC3)cc2NC(=O)c2ccc(Cl)s2)CC1	7	-6	nt	4	0.4	-4	-6	nt	nt
CN(CCc1cnn(C)c1)C(=O)C1CCC(=O)N(CC2CCCCC2)C1 (configuration not stated)	4	-15	16	6	1.5	-2	-4	7	104
CC(=O)N1c2ccc(S(=O)(=O)N3CCCC(C(=O)N4CCCC(C)C4)C3)cc2CC1C (configuration not stated)	4	4	29	1	-1.8	1	2	-2	74
CC(=O)c1ccc(NC(=O)/C(=C\c2cccs2)NC(=O)c2ccco2)cc1	10	-8	2	4	3.2	2	1	-10	106
Cc1occc1C(=O)NNC(=O)C1CCCC1	-1	-7	8	6	0.0	-5	-5	-1	94
C=CCn1c(SCCC)nc(O)cc1=O	-4	-2	15	6	-0.2	8	-3	1	94
COc1cc(NC(=O)c2cc(S(=O)(=O)N3CCCCC3)ccc2N2CCOCC2)cc(OC)c1OC	13	2	nt	3	-0.2	nt	-7	nt	nt
O=C1OCc2cc(NS(=O)(=O)c3cccs3)ccc21	2	-7	42	-1	-1.5	1	2	9	99
CN1/C(=C\C(=S)Nc2ccccc2)C(C)(C)c2ccccc21	-6	-8	36	1	1.4	3	-6	-20	100
COc1ccccc1-c1ccc(SCC(=O)NC2CCCC2)nn1	-3	-3	nt	-2	-0.7	16	0	nt	nt
COc1ccc(NC(=S)Nc2ccc(S(=O)(=O)N3CCOCC3)cc2)c(OC)c1	2	-19	-9	-3	0.2	2	-4	-2	99

(further entries)
Compound	CHRM4 PAM	CRFR2-BP antag	PHOSPHO1 inh	IDE act	CRFR2-BP ag	IDE inh	GalR3 antagonist	p-CIP stab down	MEKK3 PB1 HTS
COc1ccc(CCNC(=O)c2cc(-c3cc(Cl)cc(Cl)c3)oc2C)cc1	5	-40	3	1	-0.3	0	-7	7	99
COc1cc(C)c(CNc2ccc(OC)c(OC)c2)cc1C	nt	nt	7	nt	nt	-6	nt	-6	100
CC(C)CCN1CCN(Cc2cn[nH]c2C2CCCCC2)CC1CCO (configuration not stated)	2	-3	32	-2	0.0	-2	1	-9	nt
O=C(NC(N1CCOCC1)C(Cl)(Cl)Cl)c1cc([N+](=O)[O-])cc([N+](=O)[O-])c1 (configuration not stated)	7	25	-18	6	-1.8	0	-4	-6	97
COc1ccccc1CC(=O)N(CCC1=CCCCC1)c1c(N)n(Cc2ccccc2)c(=O)[nH]c1=O	1	-27	nt	1	43	6	-7	nt	nt
COc1ccc(S(=O)(=O)N2CCN(CC(O)COc3ccc(C#N)cc3)CC2)cc1OC (configuration not stated)	-1	-2	23	5	-0.8	-5	-3	2	103
O=C(CSCc1c(Cl)cccc1Cl)Nc1ccccc1C(=O)N1CCOCC1	1	-18	-1	0	0.4	2	5	-6	103
CCc1nn(CCCC(=O)Nc2ccc(C)cc2C)c(=O)c2cc3occc3n12	2	13	38	5	-1.9	-1	-5	-8	99
COC(=O)c1ccc(/C=N/NC(=O)CC(=O)NCc2cccnc2)cc1	1	14	32	nt	1.7	3	-7	-6	93
CCN(CC)c1ccc2c(C)c(CN3CCOCC3)c(=O)oc2c1	-3	-5	11	3	9.3	6	nt	11	93
COc1ccccc1OC(=O)CN1C(=O)c2ccccc2C1=O	10	-5	7	2	-1.5	-1	8	3	97
CCOc1ccc(OCCC(=O)Nc2cccc(S(=O)(=O)N3CCCC3)c2)cc1	2	-17	nt	3	1.1	nt	-2	nt	nt
C/C(=N\NC(=O)c1ccc2c(c1)OCO2)c1cccnc1	-5	-11	43	4	-0.5	1	-1	1	97
O=C(NCc1cccnc1)C1c2ccccc2C(=O)N1Cc1ccccc1 (configuration not stated)	-2	-2	6	4	-1.5	1	1	-16	107
CCOC(=O)c1ccc(NC(=O)C2=C(C)Nc3nc(CCCO)nn3C2c2ccc(OC)cc2)cc1 (configuration not stated)	1	-3	nt	3	1.0	1	-5	nt	98

Arranged by molecular weight (ascending): part of the list above
Compound	CHRM4 PAM	CRFR2-BP antag	PHOSPHO1 inh	IDE act	CRFR2-BP ag	IDE inh	GalR3 antagonist	p-CIP stab down	MEKK3 PB1 HTS
Clc1ccc(CNC2CCCC2)c(Cl)c1	-4	-15	26	-3	-0.4	-4	-4	-11	97
C/C(=N\NC(=O)c1ccc2c(c1)OCO2)c1cccnc1	-5	-11	43	4	-0.5	1	-1	1	97
CCOc1ccc(OCCC(=O)Nc2cccc(S(=O)(=O)N3CCCC3)c2)cc1	2	-17	nt	3	1.1	nt	-2	nt	nt

Compound activity: PubChem, several laboratories
